Dynein cargo inh = blocks dynein driven cargo transport along microtubules; AID 1381; z-score, hits read low; 220,000 compounds, 0.47% hits; 3617.4 mouse cells, GR-EGFP nuclear translocation imaging; test concentration mostly 20 µM; stimulated with dexamethasone, 1 µM; stronger effect = lower value;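 active = plate z-score of nuclear minus cytoplasmic receptor signal below a set negative limit, without overly bright fluorescence or cell loss, cut at about -3.5 in these data, passing the limit was not always enough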;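 also: z-score of nuclear minus cytoplasmic ring GR-EGFP intensity difference per well; some compounds called inactive have numbers as strong as hits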
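medium = tetracycline-free induction medium containing charcoal-stripped FBS | probe or stimulus = dexamethasone, 1.0 µM final | timing = 48 h induction, then 1 h compound, then 30 min agonist, 37 °C | detection = automated 10x imaging of fixed Hoechst-stained cells | read-out basis = nuclear versus cytoplasmic GR-EGFP signal, averaged per well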
ER stress rescue = protection against thapsigargin-triggered cell killing – 384-well, CSM14.1, ATP luminescence, primary screen (AID 1222); CSM14.1 thapsigargin-induced death rescue, ATP luminescence; higher % means a stronger effect; one-dose cellular ATP content (survival), % at 20 µM; EC50 in µM for titrated hits; 190,000 tested, under 10 active;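 active = EC50 below 50 µM in the dose-response confirmation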;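 also: death triggered by thapsigargin at about 15 µM added after 2 h compound pretreatment; cell ATP read after overnight thapsigargin exposure of roughly 18 to 22 hours; normalized against plate controls of thapsigargin alone and 5% DMSO vehicle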
M17LAP inhibition = P. falciparum M17LAP inhibitors, primary screen, biochemical, fluorogenic H-Leu-NHMec substrate, 1536-well (AID 1619) | 220,000 compounds, 0.38% hits | recombinant M17LAP, H-Leu-NHMec fluorogenic kinetic assay; higher % means a stronger effect | inhibition, % at 30 µM; hits with a dose series show IC50 in µM;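 active = compound inhibiting the enzyme by more than half at any dose during confirmatory dose-response retesting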;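 also: plate controls were full reaction with DMSO carrier for no effect and no enzyme background for full effect; strong numbers were not always called active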
bCat nuc transl = beta-catenin nuclear translocation modulation | HeLa beta-catenin nuclear translocation, immunofluorescence imaging | nuclear translocation activity, % at 5 µM | 190,000 compounds, 0.3% hits;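 active = nuclear translocation activity above 50% at 5 µM, with a well cell count of 50 or more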;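 also: per-cell ratio of nuclear to cytoplasmic median beta-catenin stain intensity; plate controls were DMSO negative control for no effect and GSK-3 inhibitor IX positive control for full effect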
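Read-out: Nuclear/cytoplasmic beta-catenin signal ratio, % activation | Assay system: Human HeLa cell line | Times: 24 h compound exposure at 37°C, 5% CO2 | Signal: Fluorescence imaging of beta-catenin antibody stain plus DAPI | Dosing: 5 µM primary, 0.02–20 µM confirmation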
UTI89 phage lysis = inhibition of K1F phage lysis, E. coli UTI89, bacterial capsule biogenesis inhibitors, alamar blue (AID 488966). E. coli UTI89 K1F phage lysis, alamar blue, 2 h; higher % means a stronger effect. 340,000 compounds, 0.02% hits. inhibition, % at 100 µM; hits with a dose series show IC50 in µM;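 active = phage lysis inhibition, versus mean bacterial control, above a set limit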;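 also: capsule biogenesis inhibitors block K1F phage lysis so surviving cells raise fluorescence; higher fluorescence means more inhibition of phage lysis; actives were called in the ten point dose series up to 300 µM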
MT stabilize HCS = microtubule stabilizers in HeLa cells | HeLa tubulin immunostaining HCS, 24 h; share of cells brighter than vehicle mean+2SD | % tubulin-high responders, % at 10 µM | 200,000 compounds, 0.83% hits;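 active = plate Z-score above 3 for both tubulin-high and condensed-nucleus cell shares, with cell loss under 80%, at 10 µM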;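 also: anti alpha tubulin signal scored within the nucleus-defined area of each cell; some results filed as inactive read as strong as hits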
Ins promoter up = MIN6 insulin promoter up-regulation. AID 1625. 190,000 compounds, 0.3% hits. MIN6 insulin promoter-GFP reporter, high-content imaging; stronger effect = higher value. z-score at 5 µM;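 active = z-score above 3 at 5 µM with at least 500 cells counted in the well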
P. falciparum M1AAP = P. falciparum M1AAP inhibitors, biochemical, fluorogenic H-Leu-NHMec substrate, 1536-well (AID 1445); recombinant M1AAP, H-Leu-NHMec fluorogenic kinetic assay; higher % means a stronger effect; inhibition, % at 30 µM, or IC50 in µM where a hit was titrated; 220,000 compounds, 0.42% hits;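 active = primary inhibition above the hit cutoff, then over 50% inhibition at one or more dose response concentrations, cut at about 23% in these data, passing the limit was not always enough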;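 also: plate controls were DMSO full reaction for no effect and no enzyme background for full effect; strong numbers were not always called active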
Autophagy mod = autophagy modulation, high-content screen; MEF GFP-LC3 puncta imaging; test concentration mostly 10 µM; calls only at 10 µM (by protocol); AID 463193; 190,000 compounds, 0.98% hits;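 active = percentage of spot-positive cells more than 3 SD above its plate mean, without a fluorescence outlier flag or 80% toxicity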;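 also: spot-positive cell cutoff set from DMSO-treated cells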
Dynein cargo inh cytoplasmic EGFP = recorded beside Dynein cargo inh, whose call it bears; z-score; measured here: cytoplasmic GR-EGFP intensity; stronger effect = higher value
Dynein cargo inh nuclear GR-EGFP = second read-out of Dynein cargo inh, no call of its own (marks repeat the call); z-score; measured here: nuclear GR-EGFP intensity;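 lower value marks the stronger effect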
Dynein cargo inh cell count = recorded beside Dynein cargo inh, whose call it bears; z-score; measured here: cell count per field
Ins promoter up cell count = further read-out of Ins promoter up, marked with its call; cell count; measured here: cytotoxicity, nuclei count;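 total cells summed across four imaged fields per well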
bCat nuc transl cell count 5 µM = further read-out of bCat nuc transl, marked with its call; cell count; measured here: cell count, cytotoxicity flag
MT stabilize HCS Hoechst-high % = recorded beside MT stabilize HCS, whose call it bears; % Hoechst-high responders; measured here: nuclear condensation Hoechst responders;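 share of cells brighter than vehicle mean plus two SD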
MT stabilize HCS cytotoxicity % = recorded beside MT stabilize HCS, whose call it bears; toxicity, %; measured here: cytotoxicity by cell density;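 0% = mean cell density of plate MIN control wells and 100% = no cells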
Autophagy mod cell loss 18 h = recorded beside Autophagy mod, whose call it bears; toxicity, %; measured here: cell loss, nuclei count;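 cell loss after 18 h compound exposure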
* hit, by the source's call; i = inactive; nt = no result given; [ ] = remark or other dose.

SMILES | Dynein cargo inh | Dynein cargo inh cytoplasmic EGFP | Dynein cargo inh nuclear GR-EGFP | Dynein cargo inh cell count | ER stress rescue | M17LAP inhibition | bCat nuc transl | bCat nuc transl cell count 5 µM | UTI89 phage lysis | MT stabilize HCS | MT stabilize HCS Hoechst-high % | MT stabilize HCS cytotoxicity % | Ins promoter up | Ins promoter up cell count | P. falciparum M1AAP | Autophagy mod | Autophagy mod cell loss 18 h
CCC12OC(=N)C(C#N)(C1C)C(C#N)(C#N)C(c1ccccc1)O2 (stereo unspecified) | -2.4 | 0.15 | -1.4 | 0.36 | 3.4% | -200% | -0.8 | 943 | 0.3% | 2.5 | 1.9 | 3.9 | 0.07 | 1241 | 2% | i | 37
CC(=O)Nc1ccc(N2C(=O)CC(N3CCN(Cc4ccc5c(c4)OCO5)CC3)C2=O)cc1 (stereo unspecified) | 0.17 | -0.032 | 0.11 | 0.45 | -0.9% | 0% | -1.7 | 1203 | 0.4% | 3.6 | 2.6 | 4.9 | 0.26 | 1260 | -10% | i | -3
Cc1cccn2cc(-c3ccc(S(=O)(=O)N4CCOCC4)cc3)nc12 | 1.4 | 0.55 | 1 | -2.3 | -1.8% | -70% | 1.6 | 1107 | 0.5% | 7.0 | 1.1 | 4.7 | nt | nt | 8% | i | 9
CCc1cc(C(=O)OC)c(NC(=O)C2CC(=O)NN2Cc2ccccc2)s1 (stereo unspecified) | -0.33 | -0.077 | -0.27 | -0.017 | -1.4% | 13% | 1.0 | 1393 | 5.1% | 0.9 | 1.1 | 9.7 | -0.2 | 1328 | 3% | i | -2
CC(C)C(=O)OCC(=O)Nc1ccc2c(c1)CCC2 | -0.66 | -0.28 | -0.4 | 1.7 | -2.3% | 28% | -1.3 | 1058 | 11% | 2.9 | 2.6 | 11 | 0.81 | 823 | -5% | i | 7
CN(C)[C@@H]1C(=O)C(C(N)=O)=C(O)[C@@]2(O)C(=O)C3=C(O)c4c(O)ccc(Cl)c4[C@@H](O)[C@H]3C[C@@H]12 | 1.8 | -0.24 | 1.2 | -0.55 | 5.6% | 44% | nt | nt | -18% | 3.0 | 1.8 | 8.5 | nt | nt | 19% | i | 3
CCNC(=S)NNC(=O)c1ccncc1 | 0.34 | -0.24 | -0.098 | -0.0093 | -0.4% | -1% | -2.0 | 1079 | 0.8% | 5.9 | 0.8 | 1.7 | -0.25 | 1673 | 0% | i | 5
O=C(CSc1nc2ccccc2c(=O)n1-c1ccccc1Cl)Nc1cccc(S(=O)(=O)N2CCOCC2)c1 | -0.66 | -0.29 | -0.76 | 0.7 | -2.0% | -11% | -1.9 | 964 | -0.2%[50 µM] | 4.7 | 4.4 | 5.3 | -0.17 | 1290 | 6% | i | 6
O=C(CCN1C(=O)/C(=C\c2cccs2)SC1=S)Nc1ccccn1 | 0.34 | -0.31 | -0.18 | 0.69 | -0.9% | 2% | 0.9 | 1077 | -1.2% | 1.4 | 1.5 | 7.5 | 0.74 | 1313 | 8% | i | -9
O=C(NCCCN1CCOCC1)c1ccccc1NS(=O)(=O)c1ccc(Br)cc1 | -0.64 | -0.31 | 0.024 | 0.17 | -0.4% | 1% | -2.5 | 1118 | 0.5% | 3.8 | 1.2 | 5.6 | -0.25 | 1263 | 6% | i | 0
Cc1ccc(C(=O)NCc2ccccn2)cc1Cl | -0.49 | -0.24 | 0.21 | 0.5 | -1.1% | nt | -1.8 | 1092 | 0.1% | 2.6 | 2.9 | 8.8 | -0.84 | 1394 | nt | i | -2
CCOC(=O)c1csc(NC(=O)c2cc(OC)c(OC)c(OC)c2)n1 | 1.5 | -0.052 | 1.3 | -2 | -2.8% | 11% | -2.5 | 763 | 0.6% | 4.3 | 3.1 | 4.7 | -0.89 | 687 | 1% | i | 1
O=C1CN(C(=O)COC(=O)CNS(=O)(=O)/C=C/c2ccccc2)c2ccccc2N1 | 1.2 | 0.0015 | 0.99 | -0.67 | -0.3% | 9% | -1.1 | 1012 | -1.3% | 1.7 | 1.3 | 0.7 | 0.08 | 1226 | 0% | i | 7
Cc1cc(C)n(CCN(C)c2nc3nonc3nc2N2CCCCC2)n1 | 0.57 | -0.15 | 0.089 | -0.35 | 0.4% | -4% | 0.0 | 992 | 0.4% | 4.6 | 0.9 | 2.1 | 0.77 | 1462 | -2% | i | -12
COc1ccc(-c2nnc(SCC(=O)Nc3cc(C)on3)n2N)cc1OC | -0.22 | -0.21 | 0.06 | 0.073 | -1.0% | 20% | -1.4 | 1012 | 0.3% | 1.5 | 2.3 | 7.9 | 0.31 | 1188 | -5% | i | 2
COc1ccc(NS(=O)(=O)c2ccc3oc4ccccc4c3c2)cn1 | -0.15 | -0.21 | -0.74 | 0.1 | -0.6% | 2% | 0.2 | 865 | -4.6% | 2.8 | 1.2 | 5.6 | 0.65 | 1262 | 4% | i | 1
Cc1cc(C)c(C(=O)/C=C/c2ccc3c(c2)OCO3)c(=O)[nH]1 | -1.1 | -0.05 | -0.43 | 1.2 | 1.1% | -8% | 0.4 | 922 | 0.1% | 3.9 | 1.6 | 3.8 | -0.33 | 1471 | 7% | i | -2
Cc1ccsc1/C=N/NS(=O)(=O)c1ccc([N+](=O)[O-])cc1 | 0.62 | -0.27 | 0.39 | -0.082 | -1.7% | 26% | 1.2 | 919 | 0.6% | 3.9 | 1.4 | 4.2 | -0.12 | 1304 | 4% | i | 2
COC(=O)c1cc(COc2ccc3ccc(=O)oc3c2)c(C)o1 | 0.31 | -0.26 | -0.47 | -0.3 | 0.8% | -12% | 0.6 | 1073 | -0.1% | 2.5 | 1.8 | 6.8 | -1.1 | 1299 | 1% | i | -10
Cc1ccccc1OCc1nnc(SCC(=O)Nc2ccc3c(c2)oc2ccccc23)n1C | -0.98 | -0.25 | -1 | 0.51 | nt | 6% | -0.6 | 998 | -0.2% | 4.1 | 1.5 | 7.0 | 0.41 | 1106 | 14% | i | 4
COc1cccc(C(=O)/C=C/Nc2ccc(S(=O)(=O)Nc3onc(C)c3C)cc2)c1 | -0.19 | -0.25 | -0.083 | -0.099 | 3.4% | 31% | -0.1 | 1119 | 3.7% | 4.7 | 2.5 | 1.0 | 0.25 | 1530 | 23% | i | 4
Cc1cc(C)nc(SCC(=O)Nc2ccc(N3CCOCC3)c(Cl)c2)n1 | -0.032 | -0.25 | 0.28 | -0.011 | nt | 36% | -1.2 | 1138 | 0.6% | 3.5 | 1.4 | 5.3 | -11 | 534 | 2% | i | 15
Cn1ccnc1SCC(=O)c1ccc(Cl)cc1 | -0.57 | -0.047 | -0.19 | 0.54 | 0.4% | -1% | -1.8 | 1068 | 0.4% | 1.4 | 1.7 | 5.0 | 0.24 | 1175 | 1% | i | 18
O=C(N/N=C\c1cc(Br)c(Br)o1)c1cncc(Br)c1 | 0.38 | -0.11 | 0.37 | 0.22 | 1.1% | 12% | 1.0 | 1165 | -2.8% | 3.1 | 2.4 | 6.5 | 0.32 | 1608 | 4% | i | 1
COc1ccc(-c2cc3nc[nH]c(=O)c3s2)cc1 | -0.0013 | -0.51 | -0.05 | -0.13 | -4.8% | -4% | -1.7 | 1113 | -0.4% | 0.7 | 1.0 | 17 | 0.94 | 844 | -2% | i | 1
O=C(Oc1cc(Cl)ccc1Cl)c1ccc(N2CCOCC2)c([N+](=O)[O-])c1 | -0.57 | -0.26 | -0.25 | 0.91 | -1.6% | 2% | -0.9 | 978 | 0.3%[50 µM] | 2.3 | 1.8 | 3.5 | -0.13 | 1386 | 5% | i | -12
NC(N)=NC(N)=Nc1cccc2ccccc12 | -0.26 | -0.27 | 0.28 | 0.54 | nt | 12% | 0.0 | 1320 | -0.6% | nt | nt | nt | 0.41 | 735 | -1% | nt | nt
CCOC(=O)CNC(=O)CSc1nnc(-c2ccccc2)c(-c2ccccc2)n1 | -0.66 | 0.84 | -0.28 | 0.081 | 2.7% | 13% | 0.4 | 1546 | -1.6% | 2.2 | 3.5 | 11 | nt | nt | 10% | i | -10
COc1cc(/C=N/NC(=O)c2c(C)nnn2-c2nonc2N)ccc1O | 0.71 | -0.32 | 0.82 | -0.38 | -1.8% | 2% | -0.1 | 1104 | 0.2% | 3.6 | 2.3 | 3.5 | -0.45 | 1559 | 17% | i | 4
COCCCN1C(=O)c2ccc(C(=O)Nc3ccccc3OC)cc2C1=O | 1 | 0.25 | 0.71 | -1.8 | 1.2% | -7% | -0.9 | 1177 | 0.2% | 1.8 | 0.9 | 9.0 | -0.08 | 891 | -5% | i | -13
CC(=O)Nc1cccc(NC(=O)CCc2ccccc2)c1 | -0.85 | 0.24 | -0.26 | 0.52 | 0.5% | 0% | -1.4 | 1050 | 0.5% | 1.4 | 1.2 | 12 | 0.17 | 998 | 2% | i | 2
CCc1c(C)sc(NC(=O)c2cccs2)c1C#N | -0.84 | -0.33 | -0.62 | 0.69 | -1.1% | 6% | 2.2 | 430 | 1.3%[50 µM] | 4.3 | 2.6 | 7.7 | -0.36 | 1184 | 6% | i | 5
Cc1ccc2nc(C)/c(=N\O)c(C)nc2c1 | 0.37 | -0.19 | -0.69 | -0.41 | -0.5% | 3% | 1.8 | 1398 | -3.3% | 3.5 | 1.4 | 0.7 | -2.3 | 1203 | 2% | i | 6

Screens from PubChem.
